Assay outcomes as filed in PubChem.
Abeta yeast res – restores growth of yeast expressing A-beta42 peptide; yeast expressing A-beta42, growth rescue, OD600, 48 h; response scale: 0% DMSO, 100% iron-clioquinol control; Potency, µM (titrated, usually from 46.1 µM), for inactives: top-dose growth rescue, usual class: activators; actives 0.063% (n = 410,000); note: nearly all actives have a fitted effect of over 55% in size
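Yeast growth medium received pinned compounds, then yeast cells expressing toxic A-beta were added; plates incubated at 30 C for 48 hr. Growth read as absorbance at 600 nm, normalized to DMSO and equimolar FeCl3 plus clioquinol controls.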
FUS suppressor – FUS proteinopathy suppression in yeast; S. cerevisiae FUS-expressing, growth rescue, OD600, 24 h; Potency, µM (titrated, usually from 76.6 µM), for the others: at the top dose growth rescue (activation), most hits filed as activators; actives 0.24% (n = 390,000); AID 1347120;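 note: plate controls were DMSO vehicle for no effect and reference control for full effect; nearly all actives have a fitted effect of over 55% in size; some results filed as inactive show a strong effect at the top dose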
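Yeast FUS proteinopathy model; galactose-induced FUS (2%), starting OD 0.005. Cpds in dilution series, 24hr, 30C, 99% humidity. Abs 600 nm growth. Pos ctrl CP55940 (top 92uM final); neg ctrl DMSO.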
Starred values were filed as active, the others as inactive; u = inconclusive; [ ] = remark or other dose. Calls come from the whole dose curve; as a rule, active = well fitted activation curve with a large enough effect; inconclusive = small, poorly fitted or top-dose-only effect; inactive = no such curve, though single readings can be large or run the other way. Potency is the fitted concentration of half-maximal effect. A portion of the library; rates above refer to the full screens.

molecule	Abeta yeast res	FUS suppressor
Cc1cccc(-c2noc(-c3cc(-c4ccc(F)cc4)n[nH]3)n2)c1	-12.0%	-22.8%
CC(C)(C)C1CCc2c(sc(NC(=O)c3cc(-c4ccc(F)cc4)on3)c2C#N)C1 (centres undefined)	-15.4%	8.9%
COc1ccc(C(C)C)cc1S(=O)(=O)NCCc1c(C)[nH]c2c(Cl)cccc12	-11.8%	4.9%
COc1ccc(Nc2nc3ccccc3n3c(N)nnc23)cc1	2.7%	-4.6%
CCCNC(=O)c1ccc(-n2c(-c3ccccc3)cc3c2CCC(C)C3)cc1 (centres undefined)	-16.5%	u
CCOc1ccc(C2=CC(c3cccc(Br)c3)n3c(nc4ccccc43)N2)cc1Cl (centres undefined)	-11.7%	12.2%
CCOc1ccc(CC(=O)Nc2c(C(=O)c3ccccc3)oc3ccc(OC)cc23)cc1OCC	-15.0%	9.1%
Cc1ccc(CNS(=O)(=O)c2ccc(-c3cc(C(F)(F)F)on3)s2)cc1	-5.8%	-3.1%

molecule	Abeta yeast res	FUS suppressor
CCc1nn(CC(=O)NCC(C)c2ccccc2)c(=O)c2cc3c(OC)cccc3n12 (centres undefined)	4.9%	-28.1%
Cc1ccc2occ(CC(=O)N(Cc3ccc(Cl)cc3)C3CCS(=O)(=O)C3)c2c1 (centres undefined)	18.2%	0.2%
CCOC(=O)c1c(-c2ccccc2)oc2ccc(N(C(C)=O)S(=O)(=O)c3ccccc3)cc12	5.0%	-8.4%
O=C(Cn1c(=O)n(-c2ccc(Cl)cc2)c(=O)c2c3c(sc21)CCC3)c1ccccc1	6.6%	0.4%
COc1ccccc1NC(=O)c1sc2nc(C)c(C(=O)Nc3ccc(C)cc3C)c(-c3ccc(Br)cc3)c2c1N	4.3%	-7.5%
Cc1ccc(-c2nc3ccc(Br)cn3c2Nc2ccc3c(c2)OCO3)o1	-8.6%	9.0%
CC1CCc2noc(NC(=O)c3ccccc3[N+](=O)[O-])c2C1 (centres undefined)	-2.4%	u
CCOc1ccc(Nc2nc(N)c(C(=O)c3ccccc3Cl)s2)cc1	13.6%	26.5%

molecule	Abeta yeast res	FUS suppressor
COc1ccc(-c2cc(C(=O)NCc3ccc(C)cc3)c3cc(C(C)C)ccc3n2)cc1	-3.1%	-15.3%
Cc1c(NC(=O)C(C)(C)C)cccc1-c1nc2ccccc2s1	-1.4%	10.3%
CCOC(=O)c1ccc(NC(=O)c2nc(SCc3ccc(F)cc3)ncc2Cl)cc1	-5.6%	-16.7%
Cc1cccc(C(=O)NCC(=O)OCc2cc(=O)n3nc(C4CC4)sc3n2)c1	-12.9%	23.2%
Cc1cccc(C)c1NC(=O)Cn1cc(S(=O)(=O)Cc2ccc(F)cc2)c2ccccc21	-13.1%	19.8%
CCCCN(CC)CCNC(=O)Cn1cnc2sc(C)c(S(=O)(=O)N3CCN(c4ccccc4OC)CC3)c2c1=O	-20.0%	-1.4%
O=C(NCCc1ccc(Cl)cc1)c1ccc(CSCc2cccc(Cl)c2)o1	22.0%	33.9%
Cc1cc(C)cc(N(C)S(=O)(=O)c2nnc(NC(=O)COc3ccc(C)c(C)c3)s2)c1	-37.6%	8.6%

molecule	Abeta yeast res	FUS suppressor
CCn1c(SCC(=O)Nc2cccc(Cl)c2)nnc1-c1nonc1NC(C)=O	6.4%	21.8%
CC1CCN(C(=O)CSc2nc3ccccc3nc2Cc2ccccc2)CC1	-6.6%	u
COc1cccc(C(=O)c2cn(CC(=O)NCc3ccccc3)c3nc(C)ccc3c2=O)c1	-16.7%	-14.3%
O=C(CSCc1cc(=O)c2cc(F)ccc2[nH]1)Nc1ccccc1Cl	-12.2%	-7.5%
COc1ccccc1NC(=O)C1=C(C)Nc2ncnn2C1c1ccccc1C(=O)O (centres undefined)	-5.9%	18.4%
CCc1cccc(NC(=O)C2CCCN(c3ncnc4onc(-c5ccc(F)cc5)c34)C2)c1 (centres undefined)	-24.4%	u
O=C(C1CCN(S(=O)(=O)Cc2ccccc2)CC1)N1CCN(c2ccccc2)CC1	5.6%	0.5%
COc1cc(C)c(S(=O)(=O)Nc2cccc(-c3ccc(N4CCCC4)nn3)c2)cc1C	-4.2%	-6.6%

molecule	Abeta yeast res	FUS suppressor
CSc1nn(Cc2ccc(Br)cc2)c(N(C(C)=O)C(C)=O)c1S(=O)(=O)c1ccccc1	-66.2%[inhibitor]	31.3%
CCc1cccc(CC)c1NC(=O)C1CCC(CNS(=O)(=O)c2cccc3nsnc23)CC1 (centres undefined)	-9.2%	6.2%
COC(=O)c1ccc2c(=O)n(CCCCCC(=O)NCc3ccc(OC)cc3)c(=O)[nH]c2c1	-1.8%	u
CCOCCCNC(=O)c1cn(CC)c2ccc(S(=O)(=O)N3CCc4ccccc4C3)cc2c1=O	-3.7%	8.0%
CC(=O)N(Cc1cccnc1)c1nc2cc(C)cc(C)c2s1	-10.8%	14.5%
COc1ccc(-c2nn(-c3cccc([N+](=O)[O-])c3)c3c2cnc2cc4c(cc23)OCO4)cc1	3.7%	-21.6%
Cc1ccc(C)c(-c2nc(Cn3c(=O)cc(-c4ccccc4)c4c(C)nn(C)c43)c(C)o2)c1	-17.3%	-11.8%
CCc1ccc(-n2nc(C)c3c(C)cc(=O)n(CC(=O)Nc4ccccc4C(=O)OC)c32)cc1	-13.7%	6.8%

molecule	Abeta yeast res	FUS suppressor
CCC(C)NC(=O)c1ccc(-n2c(-c3ccccc3)cc3c2CCCC3)cc1 (centres undefined)	-6.6%	41.8%
COc1ccc(-c2ccc3c(N)c(C(=O)NCc4ccc(C)cc4)sc3n2)cc1	-16.9%	-7.0%
COCCn1c(C)cc(O)c(C(c2ccccc2OC)N2CCN(c3ccccc3)CC2)c1=O (centres undefined)	2.5%	0.5%
CCOc1ccc(CNCc2c(C(=O)O)n(Cc3ccc(C)cc3)c3cc(C)ccc23)cc1	-6.2%	u
O=C(NCc1ccccc1Cl)C1CCC(CNS(=O)(=O)c2ccc(Br)s2)CC1 (centres undefined)	-40.6%[inhibitor]	-3.5%
O=C(CSC1=Nc2ccccc2N=C(c2ccc(F)cc2)C1)NCc1ccc(F)cc1	-6.3%	44.9%
Cc1nn(-c2ccccc2)c(-n2cccc2)c1C(=O)NCc1ccccc1Cl	-18.0%	25.0%
Cc1ccc(-c2nc(SCc3ccc(Br)cc3)n3[nH]c(=O)cc3n2)cc1	-18.7%	22.4%

Sorted by the number under FUS suppressor (largest number first): some entries from above
SMILES | FUS suppressor
CCC(C)NC(=O)c1ccc(-n2c(-c3ccccc3)cc3c2CCCC3)cc1 (centres undefined) | 41.8%
COCCn1c(C)cc(O)c(C(c2ccccc2OC)N2CCN(c3ccccc3)CC2)c1=O (centres undefined) | 0.5%
O=C(NCc1ccccc1Cl)C1CCC(CNS(=O)(=O)c2ccc(Br)s2)CC1 (centres undefined) | -3.5%
COc1ccc(-c2ccc3c(N)c(C(=O)NCc4ccc(C)cc4)sc3n2)cc1 | -7.0%

Continuation.
molecule	Abeta yeast res	FUS suppressor
COc1ccccc1CNC(=O)Cn1c(=O)oc2ccccc21	-11.6%	-19.8%
Cc1cc(C)c(NC(=O)CSc2nc3c([nH]c4ccccc43)c(=O)n2C)c(C)c1	-0.1%	-11.3%
COc1ccccc1CNC(=O)C1CCCN(C(=O)c2cnn(-c3ccc(F)cc3)c2-n2cccc2)C1 (centres undefined)	-1.9%	15.7%
COc1ccc(C(=O)Nc2nnc(SCc3cc(=O)c4cc(C)ccc4[nH]3)s2)cc1OC	-21.1%	-15.4%
CCn1ccc2c(OCC(=O)Nc3ccc(C)c(Cl)c3)cccc2c1=O	-20.4%	u
COc1ccc(CNC(=O)CCc2c(C)c3cc4c(C)coc4c(C)c3oc2=O)cc1OC	-7.9%	7.3%
CCOC(=O)c1sc(NC(=O)c2cc(-c3ccc(F)cc3)on2)c(C(=O)OCC)c1C	-12.9%	-3.2%
CCOC(=O)c1c(NC(=O)COc2cccc(C)c2C)sc2c1CCC(CC)C2 (centres undefined)	6.0%	-4.8%

molecule	Abeta yeast res	FUS suppressor
Cc1cc(N2CCN(c3cccc(C(F)(F)F)c3)CC2)n2nc(-c3ccccc3)nc2n1	-3.8%	-0.1%
Cc1ccc(C(=O)Nc2sc3c(c2C(=O)NCc2ccco2)CCC(C(C)(C)C)C3)cc1 (centres undefined)	-9.7%	-2.3%
CCN(CC)C(=O)c1sc2c(c1C)c(=O)n(-c1ccc(C)c(C)c1)c(=O)n2CC(=O)Nc1ccc(F)cc1	-11.3%	u
CC(=O)c1c(C)n(-c2cccc(Cl)c2)c2ccc(OC(=O)c3ccccc3)cc12	-14.5%	-13.6%
CC(=O)Nc1ccc(Nc2ncnc3sc4c(c23)CCCC4)cc1	-10.5%	1.9%
CCN1CCN(C(c2ccccc2Cl)c2sc3nc(-c4ccco4)nn3c2O)CC1 (centres undefined)	-2.2%	-9.3%
CC(=O)N1CCc2cc(Br)cc(S(=O)(=O)N3CCC(C(=O)Nc4cccc(C)c4C)CC3)c21	4.4%	-14.0%
CCOc1ccc(C(=O)Nc2ccccc2OCc2cc(=O)n3ccccc3n2)cc1	-18.6%	6.2%

molecule	Abeta yeast res	FUS suppressor
CCC(=O)N1CCN(c2nc3c(C)cccc3s2)CC1	-5.7%	3.3%
O=C(CSc1nc2c(c(=O)[nH]1)CN(Cc1ccc3c(c1)OCO3)CC2)Nc1ccc(F)cc1	-9.6%	27.4%
Cc1ccc(CNC(=O)c2ccc(CS(=O)(=O)Cc3ccc(F)cc3)o2)cc1	-14.0%	-21.5%
COc1ccc(CN2COc3ccc4c(-c5ccccc5)cc(=O)oc4c3C2)cc1OC	-52.9%	15.5%
Cc1cc(C)cc(NS(=O)(=O)c2ccc3c(c2)OCC(C(=O)N2CCCC2)O3)c1 (centres undefined)	-5.1%	27.9%
Cc1ccc(C)c(N2CCN(C(=O)Cn3nc(Cc4cccnc4)c4ccccc4c3=O)CC2)c1	0.0%	30.7%
CCc1cccc(NC(=O)Cn2c(=O)n(CCc3ccc(OC)c(OC)c3)c(=O)c3ccccc32)c1	-11.0%	26.0%
CCc1ccc(NC(=O)CCS(=O)(=O)c2cc3c(cc2Cl)NC(=O)CO3)cc1	-6.7%	-17.1%

molecule	Abeta yeast res	FUS suppressor
O=C(c1ccc2c(c1)CCN2S(=O)(=O)c1ccc(Cl)cc1)N1CCN(c2ccccc2F)CC1	13.6%	u
COc1cc(NC(=O)c2c(C)oc3c2C2=NCCN2C=N3)cc(OC)c1OC	-1.5%	-8.8%
Cc1ccc(-n2ccnc(NCCc3ccccc3)c2=O)cc1C	2.5%	-11.4%
O=C(CCC1N=C2c3ccccc3N=C(SCc3cccc(F)c3)N2C1=O)NCCc1ccccc1 (centres undefined)	-5.2%	16.7%
CCc1ccc(Cc2cnc(NC(=O)c3ccc4c(c3)CC(c3ccccc3)OC4=O)s2)cc1 (centres undefined)	-24.5%	-7.6%
Cc1ccc(N2CCN(C(=O)NCc3noc4ccc(C)cc34)CC2)c(C)c1	26.7%	u
CCCN(CCC)CCNC(=O)c1cc(-c2ccc(Br)s2)nc2ccccc12	-31.2%	28.8%
CC(C)c1ccc(NS(=O)(=O)c2ccc3[nH]cc(C(=O)NCCc4ccccc4)c(=O)c3c2)cc1	-6.4%	-9.4%

molecule	Abeta yeast res	FUS suppressor
CC(=O)c1ccc(NC(=O)c2nc(-c3ccc(Cl)cc3)n3c2CCCCC3)cc1	-10.3%	5.5%
COc1cccc(CNC(=O)C2CCCN(S(=O)(=O)c3cn(C)cn3)C2)c1 (centres undefined)	-17.8%	1.8%
CCC12CN3CC(CC)(CN(C1)C3c1cccc(OC)c1O)C2=O (centres undefined)	-3.2%	8.5%
O=C(Cn1c(=O)n(Cc2ccco2)c(=O)c2sc3ccccc3c21)Nc1ccc(F)cc1F	-4.8%	-17.6%
O=C(NCCc1ccc(Cl)cc1)c1ccc(Cn2c(=O)[nH]c3ccccc3c2=O)cc1	-11.9%	-5.4%
CCOc1ccc(CCNC(=O)c2cc3c(-c4ccccc4F)nn(C)c3s2)cc1OCC	-3.6%	u
Cc1nc(SCc2cc(=O)c3cccc(F)c3[nH]2)n[nH]1	-16.8%	5.3%
CCc1ccc(OCC2c3cc(OC)c(OC)cc3CCN2C(=O)COc2ccccc2)cc1 (centres undefined)	-1.3%	34.1%

molecule	Abeta yeast res	FUS suppressor
Cc1ccccc1Cn1c(SCc2ccc(C(=O)NCCc3ccccc3)cc2)nc2ccncc21	-3.0%	u
CCOc1cc(CNC(=O)c2ccc(NC(=O)c3nsc4ccccc34)cc2)ccc1OC	-8.7%	2.9%
COc1ccccc1N1CCN(CCCNC(=O)c2nnc(Cc3c(F)cccc3Cl)o2)CC1	2.3%	-15.5%
COc1ccc2nc(N(Cc3cccnc3)C(=O)c3ccco3)sc2c1	-16.8%	9.1%
Cc1cc(OC(C)C(=O)Nc2c(C(=O)c3ccc(F)cc3)oc3ccccc23)ccc1Cl (centres undefined)	-11.0%	27.8%
Cc1ccccc1CNC(=O)c1ccc(CS(=O)Cc2ccc(Cl)cc2)o1 (centres undefined)	-4.2%	16.9%
CCOC(=O)c1ccc(Nc2nn3c(=O)c4ccccc4nc3s2)cc1	-7.7%	-9.8%
